M. tuberculosis – growth inhibition of non-replicating M. tuberculosis (AID 488890); inhibition, % at 25 µM; hits with a dose series show IC50 in µM; hit rate 0.39% among 320,000; Mycobacterium tuberculosis non-replicating, growth inhibition; higher % means a stronger effect; in the data active means a potency from the dose series; inconclusive means inhibition mostly from about 82% at the one dose, without a potency; inactive means the rest, 99 in 100 with inhibition below about 76%;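 further: plate controls were DMSO cells for no effect and high antibiotic wells for full effect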
inhibitors of VEEV – inhibitors of VEEV TC-83 cytopathic effect, confirmation, Vero cells (AID 588727); inhibition, % at 20 µM; hits with a dose series show IC50 in µM; Vero cells, VEEV TC-83 cytopathic effect inhibition; higher % means a stronger effect; hit rate 0.13% among 350,000; in the data active means a potency from the dose series; inconclusive means inhibition mostly from about 14% at the one dose, without a potency; inactive means the rest, 99 in 100 with inhibition below about 12%; further: strong numbers were not always called active
Salmonella PhoP GFP – PhoP regulon inhibitors, Salmonella typhi PhoP promoter GFP reporter, confirmatory (AID 1850). Salmonella Typhi PhoP-promoter GFP reporter, fluorescence, 4 h; higher % means a stronger effect. one-dose inhibition, % at 50 µM; IC50 in µM for titrated hits. hit rate 0.33% among 310,000; in the data active means a potency from the dose series; inconclusive means inhibition mostly from about 25% at the one dose, without a potency; inactive means the rest, 99 in 100 with inhibition below about 19%;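 further: 0% = induced wells with vehicle and 100% = uninduced wells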
M. tuberculosis HTS – M. tuberculosis growth inhibition, HTS (AID 449762). M. tuberculosis H37Rv growth inhibition, 7H9 media; higher % means a stronger effect. inhibition, % at 25 µM, or IC50 in µM where a hit was titrated. hit rate 0.59% among 330,000; in the data active means a potency from the dose series; inconclusive means inhibition above about 70% without an active follow-up result;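 further: bacterial growth assessed after seven days of incubation; strong numbers were not always called active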
influenza NS1A – H1N1 influenza NS1A inhibitors, functional cell based assay (AID 504329). NS1A functional cell-based assay, percent inhibition; higher % means a stronger effect. inhibition, % at 12.5 µM; hits with a dose series show IC50 in µM. hit rate 0.3% among 340,000; in the data active means a potency from the dose series; inconclusive means inhibition above about 27% without an active follow-up result; further: strong numbers were not always called active
inhibitors of VEEV 10K pilot screen – recorded beside inhibitors of VEEV, whose call it bears; inhibition, %; measured here: 10K pilot screen inhibition
An asterisk follows results filed as active; i = inactive; ? = inconclusive; · = not tested or not shown.

A first look:
SMILES	M. tuberculosis	inhibitors of VEEV	Salmonella PhoP GFP	M. tuberculosis HTS	influenza NS1A	others
Clc1cc(Cl)c2nc(N3CCOCC3)sc2c1	-11%	4.7%	8%	36%	3%
COC(=O)c1cc(COC(=O)c2ccc(OC)c(S(=O)(=O)N3CCCC3)c2)oc1C	·	3.1%	·	·	2%
N#Cc1cc(S(=O)(=O)c2ccc(F)cc2)c(N)[nH]c1=O	-5%	0.7%	-2%	-1%	-18%
COc1ccc(/C=C/C(=O)c2ccc3c(c2)OCO3)cc1OC	36%	9.3%	·	36%	4%
CCCOCC(O)COc1ccccc1C(=O)N1CCOCC1 (stereo not drawn)	-15%	1.6%	-1%	-2%	5%

Results (from the top)
SMILES	M. tuberculosis	inhibitors of VEEV	Salmonella PhoP GFP	M. tuberculosis HTS	influenza NS1A	others
Clc1cc(Cl)c2nc(N3CCOCC3)sc2c1	-11%	4.7%	8%	36%	3%
COC(=O)c1cc(COC(=O)c2ccc(OC)c(S(=O)(=O)N3CCCC3)c2)oc1C	·	3.1%	·	·	2%
N#Cc1cc(S(=O)(=O)c2ccc(F)cc2)c(N)[nH]c1=O	-5%	0.7%	-2%	-1%	-18%
COc1ccc(/C=C/C(=O)c2ccc3c(c2)OCO3)cc1OC	36%	9.3%	·	36%	4%
CCCOCC(O)COc1ccccc1C(=O)N1CCOCC1 (stereo not drawn)	-15%	1.6%	-1%	-2%	5%
COc1ccc(-c2ccc(SCC(=O)N3CCOCC3)nn2)cc1OC	-1%	6.0%	2%	-8%	-22%	inhibitors of VEEV 10K pilot screen=1.9
CC(=O)Nc1nnc(Cc2c[nH]c3ccccc23)s1	-6%	1.5%	3%	0%	-2%
CN1C(C(=O)NCC2CC2)CC2Cn3c(nc4cc5ccccc5cc43)C21 (stereo not drawn)	-2%	1.8%	2%	-1%	8%
O=C(CC(c1ccccc1)c1cc(Cl)ccc1O)N1CCCC1 (stereo not drawn)	8%	7.4%	1%	-4%	-12%
CN1C(=O)CC(N2CCN(c3ncccn3)CC2)C1=O (stereo not drawn)	16%	i	10%	1%	-15%
CCC(OC(=O)c1cccs1)C(=O)NC1CCCCC1 (stereo not drawn)	15%	1.3%	-7%	-3%	-2%
COc1ccccc1CN1CC(C(=O)N(C)Cc2[nH]c3ccccc3c2C)CCC1=O (stereo not drawn)	22%	9.0%	-10%	-8%	-5%
N#CCOc1ccccc1/C=C/c1nc2ccccc2c(=O)[nH]1	-3%	1.1%	3%	-2%	10%
COc1ccccc1-c1ccc(Nc2cccc(C(C)=O)c2)nn1	2%	3.0%	-5%	-5%	-2%
Cc1onc(-c2ccccc2Cl)c1C(=O)Nc1ccc(-n2nncc2-c2ccco2)cc1	27%	i	6%	4%	7%
NS(=O)(=O)c1ccc(NC(=S)NCc2ccco2)cc1	55%	0.7%	4%	-2%	1%
Cc1ccc(Cc2ccc(C(=O)NNC(N)=S)o2)cc1	-9%	1.9%	7%	-4%	3%
COc1ccc(C(=O)N/C(=C/c2ccco2)C(=O)NCc2ccco2)cc1	-3%	1.9%	-8%	0%	-1%
COc1ccc(C(=O)N/C(=C\c2cn(C)c3ccccc23)C(=O)NCCCn2ccnc2)cc1	1%	1.6%	-10%	-3%	4%
CCOC(=O)Cc1csc(NC(=O)c2c(O)c3ccccc3n(CCC(C)C)c2=O)n1	1.8µM*	i	-7%	?	-15%

Entries shown so far that contain an NH in an aromatic ring, in the order listed:
SMILES	M. tuberculosis	inhibitors of VEEV	Salmonella PhoP GFP	M. tuberculosis HTS	influenza NS1A	others
N#Cc1cc(S(=O)(=O)c2ccc(F)cc2)c(N)[nH]c1=O	-5%	0.7%	-2%	-1%	-18%
CC(=O)Nc1nnc(Cc2c[nH]c3ccccc23)s1	-6%	1.5%	3%	0%	-2%
COc1ccccc1CN1CC(C(=O)N(C)Cc2[nH]c3ccccc3c2C)CCC1=O (stereo not drawn)	22%	9.0%	-10%	-8%	-5%
N#CCOc1ccccc1/C=C/c1nc2ccccc2c(=O)[nH]1	-3%	1.1%	3%	-2%	10%

(next part)
SMILES	M. tuberculosis	inhibitors of VEEV	Salmonella PhoP GFP	M. tuberculosis HTS	influenza NS1A	others
Cc1ccc(/C=N/NC(=O)c2cccs2)s1	?	2.0%	-4%	43%	-6%
CN(C1CCCCC1)S(=O)(=O)c1ccc(NC(=O)C2CCCCC2C(=O)O)cc1 (stereo not drawn)	7%	1.1%	3%	-8%	6%
O=C(CCCNC(=O)c1ccc(Cl)cc1)NCc1ccc(F)cc1	30%	4.1%	4%	-4%	6%
COc1cc(/C=C/C(=O)OCC(=O)N(C)Cc2ccccc2)ccc1O	22%	3.7%	·	7%	-8%
O=C(N/N=C/c1ccc(O)cc1)c1csc2ccccc12	53%	8.0%	0%	5%	0%
C=CCc1cccc(/C=N/NC(=O)c2ccccc2Br)c1O	?	0.3%	-9%	5%	6%
CCOC(=O)c1cnc(-n2nc(C)cc2C)nc1NC1CCCCC1	?	21%	3%	?	4%
C=CCNC(=O)Cc1c(OC)ccc2cc(Br)ccc12	17%	i	-1%	8%	-8%
COc1ccccc1C1C2=C(CC(C)(C)CC2=O)N(CC(=O)O)C2=C1C(=O)CC(C)(C)C2	-6%	0.9%	-10%	-1%	-6%
CN(C)c1ccc(C(=O)Nc2ccc(CN3CCS(=O)(=O)CC3)cc2)cc1	-19%	i	-15%	-3%	-18%
C[C@H](CO)N1C[C@H](C)[C@@H](CN(C)CC2CC2)Oc2c(NC(=O)Cc3ccccc3)cccc2C1=O	9%	i	·	9%	-3%
Cc1cccc(NC(=S)NNC(=O)c2ccccc2OC(F)F)c1	·	3.5%	-2%	·	16%
Cc1ccc2c(c1)C(=C(C#N)C#N)C(=O)N2CCN1CCOCC1	4%	1.2%	-10%	-1%	-18%
O=C(NC(=O)c1cccc(Cl)c1)OC[C@@H]1CCCN2CCCCC12 (stereo partly drawn)	-7%	0.2%	·	-3%	42%
CCc1nnc(NC(=O)C2COc3ccccc3O2)s1 (stereo not drawn)	-2%	1.2%	7%	-6%	-9%
COc1ccc(CCNC(=O)c2ccncc2)cc1OC	-12%	i	-7%	-2%	-4%
Cn1c(SCC(=O)N2CC(=O)Nc3ccccc32)nc2ccccc2c1=O	1%	9.3%	·	5%	-7%
Cc1noc(C)c1COC(=O)COc1ccc(C#N)cc1	38%	0.1%	-16%	7%	-2%
CCC1CCCCN1S(=O)(=O)c1ccc(S(=O)(=O)N(Cc2ccccn2)CC2CCCO2)cc1 (stereo not drawn)	18%	6.4%	0%	7%	7%
COc1ccc(C(CNC(=O)c2oc3ccc(Br)cc3c2C)N2CCCCC2)cc1 (stereo not drawn)	?	i	4%	?	-3%
O=C(NCc1cn2ccccc2n1)c1ccco1	8%	i	6%	-5%	5%
CCCOc1ccc(-c2c(C(=O)N/N=C(\C)c3ccncc3)nnn2-c2nonc2N)cc1	8%	1.9%	2%	-2%	2%
CCOC(=O)C1(CCCc2ccccc2)CCN(C(=O)CN2C(=O)CSC2=O)CC1	8%	0.6%	9%	1%	-18%
COC(=O)c1cccc(NC(=O)c2ccc(S(=O)(=O)N3CCN(C)CC3)cc2)c1	-4%	1.0%	-11%	9%	1%
NS(=O)(=O)c1ccc(NC(=S)N2CCN(c3ccccc3)CC2)cc1	-4%	i	-6%	10%	7%
Cn1cc(SCC(=O)Nc2nc3ccccc3s2)c2ccccc21	9%	3.7%	-16%	0%	-2%	inhibitors of VEEV 10K pilot screen=8.3
O=C(Oc1ccc(NC(=O)c2cc3c(cc2Br)OCO3)cc1)c1ccccc1	-8%	0.1%	-4%	4%	3%
Cc1ccc(NC(=O)N2CCC(c3nc4c(nnn4Cc4cccc(Cl)c4)c(=O)[nH]3)CC2)cc1	29%	i	3%	?	9%
O=C(CSc1nnc2ccccn12)c1ccc2c(c1)OCCO2	-5%	2.3%	0%	-9%	2%
O=C(NNC(=O)c1ccccc1O)c1cc2ccccc2o1	12%	1.8%	-8%	5%	-12%
COC(=O)CC1=C(C(=O)OC)C(c2cccc(OCC(N)=O)c2)C(C#N)=C(N)O1 (stereo not drawn)	4%	i	6%	2%	-3%
COc1ccccc1N1CCN(C(=O)c2sc3nc(-c4ccc(F)cc4)cn3c2C)CC1	·	8.6%	4%	7%	-4%
Cc1ccc(Nc2nc3ccccc3o2)cc1F	7%	4.9%	7%	1%	-32%
Cc1cc(OCC(=O)NC(C)(C)C)ccc1Cl	12%	0.9%	-1%	-3%	-14%
CCCn1c(NC(=O)c2ccccc2)nc2ccccc21	8.7µM*	0.8%	-15%	-7%	-24%
O=C(c1cc2cc(Br)ccc2o1)N1CCCC1	65%	0.2%	-11%	0%	-11%
Cc1c(C)c2c(OCC(=O)N3CCC(C(=O)NCC(C)C)CC3)cc3c(c2oc1=O)CCC(C)(C)O3	-3%	1.3%	3%	6%	1%
O=C(Nn1c(SCc2ccc([N+](=O)[O-])cc2)nc2ccccc2c1=O)c1ccc(F)cc1	25%	i	13%	0%	-3%
Cc1ccc(CNC(=O)CCS(=O)(=O)Cc2ccc(C)cc2)cc1	4%	i	-21%	4%	8%
CCN(c1ccc(C)c(C)c1)S(=O)(=O)c1ccc2c(c1)CCN2C(=O)CCC(=O)O	2%	1.4%	14%	-10%	1%
COc1ccc(CNC(=O)CCCN2C(=O)NC3(CCCC3)C2=O)cc1	-3%	0.3%	·	-11%	-15%
C/C(=N\Nc1nccnc1Cl)c1ccc(F)cc1	9%	1.4%	0%	10%	-16%
COc1cc(NC(=O)COC(=O)CSc2ccc3ccccc3c2)c(C)cc1[N+](=O)[O-]	32%	1.3%	-10%	0%	-2%
CCN(CC(=O)Nc1c(F)cccc1F)C(=O)c1cccc(S(=O)(=O)N2CCCCCC2)c1	2%	0.7%	·	-14%	-14%
CCc1c(C)sc(NC(=O)OC)c1C(=O)N1CCOCC1	0%	0.4%	-9%	-8%	17%
O=C(CNC(=O)c1cccc(Br)c1)N/N=C/c1cc(Br)cc(Br)c1O	79%	5.5%	-1%	13%	-1%
Cc1ccc(NC(=O)COC(=O)/C=C/c2ccccc2)cc1S(=O)(=O)N1CCOCC1	1%	0.4%	10%	9%	5%
COc1ccc(N(C(=O)Cn2nnc(-c3ccc(Cl)cc3)n2)C(C(=O)NCC2CCCO2)c2ccc(C)cc2)cc1 (stereo not drawn)	?	1.1%	-16%	-2%	3%
Cc1ccc(NC(=O)NCC(c2cccnc2)N2CCOCC2)cc1 (stereo not drawn)	0%	1.6%	-1%	-5%	-2%
COC1=CC(=O)C(O)=C(CCCCCCC/C=C/CCCCCCCC2=C(O)C(=O)C=C(OC)C2=O)C1=O	41%	i	-5%	-3%	9%
O=C(NCc1ccco1)c1cc2ccc(O)cc2oc1=O	16%	3.4%	0%	4%	-3%
O=C(CCCc1c[nH]c2ccccc12)NCc1ccc2c(c1)OCO2	7%	0.3%	-5%	5%	2%
CN(c1ccc(OCC(=O)N2CCCCC2)cc1)S(=O)(=O)c1cccs1	5%	i	-1%	-8%	-18%
COc1ccc(NS(=O)(=O)c2cc(NC(=O)CC(=O)c3ccc([N+](=O)[O-])cc3)ccc2C)cc1	27%	1.7%	-12%	5%	6%
CCOC(=O)c1ccc(N2C(=O)CC(N(C)CCc3ccc(OC)c(OC)c3)C2=O)cc1 (stereo not drawn)	24%	0.3%	5%	1%	-4%	inhibitors of VEEV 10K pilot screen=1.7
Cc1cc(S(=O)(=O)Nc2cc(C)c(O)c(C)c2)c(C)s1	13%	2.6%	0%	0%	3%
CCOC(=O)Cc1csc(NC(=O)/C=C/c2ccc(Br)o2)n1	15%	2.3%	16%	-2%	11%
C=CCN(C(=O)CCC(=O)Nc1cc(C)on1)C(C(=O)NC1CCCC1)c1cccnc1 (stereo not drawn)	67%	i	-9%	5%	5%
COc1ccc2nc(N3CCCC(C(=O)NCCc4ccc(OC)c(OC)c4)C3)sc2c1 (stereo not drawn)	31%	11%	4%	7%	-5%
CCCOc1cc(NCc2ccccc2)c2ncn(C(C)C)c2c1	7%	i	·	?	4%
(further entries)
SMILES	M. tuberculosis	inhibitors of VEEV	Salmonella PhoP GFP	M. tuberculosis HTS	influenza NS1A	others
O=C(Nc1cccc2cccnc12)c1cccc(Cl)c1	43%	0.4%	-1%	26%	-10%
CCN(CC(=O)Nc1ccccc1C(F)(F)F)C(=O)CCS(=O)(=O)c1ccc(Cl)cc1	7%	2.2%	2%	-7%	-2%
COc1ccc(S(=O)(=O)N(CC(=O)NCC2CCCO2)c2ccc(F)cc2)cc1OC (stereo not drawn)	6%	2.7%	14%	9%	-5%
CCOc1ccccc1NC(=O)NCCc1c[nH]c2ccccc12	-1%	1.3%	-11%	0%	-5%
CCN1CCN(c2nc3ccccc3nc2C(C#N)C(=O)OCc2ccccc2)CC1 (stereo not drawn)	67%	i	4%	16%	13%
